From PubChem
14-3-3 PPI – modulators of human 14-3-3 gamma - Raf peptide interaction; AID 422; FP, 14-3-3gamma / TMR-pS259-Raf peptide binding; 160,000 compounds, 0.19% hits; inhibition, % at 40 µM; in the data active = inhibition above about 30%;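 also: 0% = protein plus tracer without compound and 100% = blank with tracer alone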
Target sequence (P61981 whole entry, looked up): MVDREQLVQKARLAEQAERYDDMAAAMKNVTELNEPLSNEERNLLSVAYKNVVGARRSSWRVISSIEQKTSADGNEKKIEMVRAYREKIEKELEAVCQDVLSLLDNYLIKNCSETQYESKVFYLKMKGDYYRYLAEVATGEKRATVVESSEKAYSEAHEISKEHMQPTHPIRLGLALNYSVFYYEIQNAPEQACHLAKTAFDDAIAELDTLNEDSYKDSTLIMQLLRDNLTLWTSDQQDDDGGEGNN
Active calls of the source: *; & = joins results of further samples. Not all compounds are listed. The share of hits here may be higher or lower than overall.

14-3-3 PPI	canonical_smiles
0.5	CC(NC(=O)NC12CC3CC(CC(C3)C1)C2)C1CCCO1 (stereo unspecified)
-4.7	COc1ccccc1CNC(=O)CCS(=O)(=O)c1ccc2c(c1)CCCN2C(C)=O
-8.7	Cc1ccc2cccc(S(=O)(=O)N3CCN(c4ccccc4F)CC3)c2n1
-4.2&-4.2	CC(c1ccco1)N(Cc1ccco1)C(=O)Nc1ccccc1 (stereo unspecified)
3.5	C=Cc1cccc(NC(=O)COc2ccccc2)c1
-4.6	O=C(Oc1cccc(NC(=O)c2ccccc2Cl)c1)c1ccc(Br)cc1
-1.2&3.6	Cc1nc2ccc(S(=O)(=O)NC(CC(C)C)C(=O)O)cc2s1 (stereo unspecified)
-58.7	O=C1Nc2ccccc2Oc2cc(Sc3ccccc3)ccc21
-10.9	CC1CCc2c(sc3[nH]c(=S)n(C)c(=O)c23)C1 (stereo unspecified)
-11.1	O=C(Cn1nnc(-c2ccccc2)n1)NCc1ccco1
-39.8	COc1ccc(NC(=O)c2c(NCc3ccc(C)o3)sc3c2CCCC3)cc1
-2.8	O=c1c2sccc2nc(SCc2cc(=O)n3cc(Cl)ccc3n2)n1CCCN1CCCCC1
-0.2	Clc1ccc(-c2cn3c4ccccc4nc3n2CCCNC2CCCCC2)cc1
-10.5	COc1nc(OCCNC(=O)Nc2ccccc2)nc(N(C)C)n1
-1.1	CCc1ccc(NC(=O)c2ccc(F)c(S(=O)(=O)N3CCOCC3)c2)cc1
-3.7&-3.6	Fc1cccc(CSc2ncnc3c2oc2ccccc23)c1
39.0*	CCCSc1nnc2c(n1)OC(c1ccc(N(CC)CC)cc1)Nc1ccccc1-2 (stereo unspecified)
-13.3	COCCNC(=O)Cn1c(=O)n(-c2ccc(Cl)cc2)c(=O)c2c3c(sc21)CCC3
-8.4	CCOC(=O)c1ccc(NC(=O)CCS(=O)(=O)c2ccc(Br)cc2)cc1
-13.2	O=C(C1CCN(S(=O)(=O)c2cccc3nsnc23)CC1)N1CCN(c2cccc(C(F)(F)F)c2)CC1
-5.0	CC1=C(C(=O)OCc2ccccc2)C(c2cccc(O)c2)C2=C(CC(c3ccc(Cl)cc3)CC2=O)N1 (stereo unspecified)
-2.2	COc1ccc(N2CCN(Cc3nc4c(c(=O)[nH]c(=O)n4C)n3Cc3cccc(Cl)c3)CC2)cc1
2.9	CC1CC(C)CN(S(=O)(=O)c2ccc(F)cc2)C1 (stereo unspecified)
-6.8	COc1cccc(NC(=O)N2CCN(c3cccc(C)c3)C(C)C2)c1 (stereo unspecified)
-8.2	Cc1ccc(C2CC(C(F)(F)F)n3nc(C(=O)NCc4cccnc4)cc3N2)cc1 (stereo unspecified)
-12.4	COc1ccc(F)cc1S(=O)(=O)Nc1ccc2c(c1)OCO2
0.1	O=C1CN(C(=O)C2CCCC2)C(c2ccccc2)c2cc(F)ccc2N1 (stereo unspecified)
-5.9	CC(=O)Nc1nc2ccccc2n1CCOc1ccccc1Cl
-2.0	COc1ccc(NC(=O)c2ccc([N+](=O)[O-])cc2Cl)c(OC)c1
-21.4	O=C(Nc1ccc2oc(-c3ccccc3Cl)nc2c1)c1cccc(Br)c1
-9.0	COc1ccc(S(=O)(=O)N2CCC(C(=O)NC3CCCC3)CC2)cc1OC
1.6	CCOC(=O)c1nn(-c2ccc(C)cc2)c(=O)c2c(NC(=O)c3ccccc3C)scc12
-5.5	O=C(c1ccc(Br)s1)N1CCN(c2ncccn2)CC1
-4.1	CC1=CCC2C(=O)N(c3ccc(C)c(Br)c3)C(=O)C2C1 (stereo unspecified)
6.2	Cc1cc(-c2nnc3n2N=C(C(C)(C)C)CS3)n[nH]1
3.3	CC1(C)CC(=O)C2=C(C1)N=C1SCCC(=O)N1C2c1ccc(Cl)cc1 (stereo unspecified)
-5.9	Cn1c(=O)c2c(ncn2CC(O)CO)n(C)c1=O (stereo unspecified)
0.6	O=C(CCN1C(=O)CSC1=O)Nc1ccccc1
-5.7	COc1ccc(OC)c2sc(C)nc12
2.9	Cc1sc2nc(SCC(=O)N(C)C)[nH]c(=O)c2c1C
20.0	CC1(C)SC2[C@H](NC(=O)C(NC(=O)N3CCNC3=O)c3ccccc3)C(=O)N2C1C(=O)O (stereo partly specified)
-4.0	Cc1ccc2cc3cc(C(=O)NCc4ccc5c(c4)OCO5)oc3nc2c1
-0.9	COc1ccc(C#CC(=O)O)cc1
3.3	CC1=C(C(=O)Nc2cc(C(F)(F)F)ccc2Cl)C(c2ccc(Cl)cc2)C2=C(CCCC2=O)N1 (stereo unspecified)
-19.4	Cc1ccc2cc(C(c3nnnn3Cc3ccccc3)N3CCN(c4ccccc4)CC3)c(=O)[nH]c2c1 (stereo unspecified)
-8.1	C=CCn1c(=S)[nH]c2cc(C(=O)Nc3ccc4c(c3)CCC4)ccc2c1=O
-1.4	COc1cccc(Cn2c(-c3cccs3)noc2=O)c1
-3.3	CCC(=O)N1c2ccc(S(=O)(=O)NCc3ccco3)cc2CC1C (stereo unspecified)
-11.7	CSc1cccc(Nc2cc(C(=O)NCCCN3CCOCC3)c3ccccc3n2)c1
-7.8	COc1cc(NS(=O)(=O)c2ccccc2)ccc1-n1nc(C)cc1C
-10.1	CCN(CC)c1nc(-c2ccccc2)nc2ccccc12
-1.4	N=C(N)SCCc1cnc[nH]1
-7.4	COCC(=O)NC(c1ccccc1)c1ccccc1
0.1	S=c1[nH]nc(-c2ccco2)n1-c1ccc(Oc2ccccc2)cc1
-6.3&-10.2	Cc1nc2c(C(=O)NCc3ccccc3)c[nH]n2c(=O)c1Cl
-3.5	Cc1cccc(-c2nnc(SCC(=O)N3CCCCC3C)o2)c1 (stereo unspecified)
-6.1&-27.7	CCOc1ccc(NS(=O)(=O)c2ccc3[nH]cc(C(=O)NCC4CCCO4)c(=O)c3c2)cc1 (stereo unspecified)
-42.6	CCN(CC)c1cc(Nc2ccc(Br)cc2)c([N+](=O)[O-])c2nonc12
-2.7	CC(=O)c1c(C)[nH]c(C(=O)N2c3ccccc3CC2C)c1C (stereo unspecified)
-31.9	O=C(Nc1cccc2c1CCCC2)c1ccc(NS(=O)(=O)c2cccs2)cc1

More entries follow:
14-3-3 PPI	canonical_smiles
4.8	Cc1ccc(CCN2CC(C(=O)NCCCN3CCCCC3C)CC2=O)cc1 (stereo unspecified)
-6.8	CC1CC2C3CCC4=CC(=O)C=C[C@]4(C)[C@@]3(F)[C@@H](O)C[C@]2(C)[C@@]1(O)C(=O)CO (stereo partly specified)
-179.3	CN(C)c1ccc(C=Nc2sc3c(c2C#N)CCCC3)cc1
-3.4	CS(=O)(=O)N1Cc2ccccc2CC1C(=O)NC1CCCCCCC1 (stereo unspecified)
-3.0	O=C(c1cccc(F)c1)N1CCN(C2CC3CCC2C3)CC1 (stereo unspecified)
4.8	CC(C(=O)N1CCCCC1)N1C(=O)c2ccccc2C1=O (stereo unspecified)
-38.5	CCOc1ccc(C(=O)Nc2nccs2)cc1OCC
-3.7	COc1ccc(C2(O)CCN(Cc3nnnn3Cc3ccc(C)cc3)CC2)cc1
-3.2	COc1ccc(NC(=O)CCNS(=O)(=O)c2ccc3c(c2)c(=O)n(C)c(=O)n3C)cc1
0.2	CCSc1nc(N)c(C#N)c(-c2ccccc2Cl)c1C#N
0.2	CCc1ccc(CNC(=O)c2cc(=O)[nH]c3ccc(S(=O)(=O)N4CCCC4)cc23)cc1
5.7	Cc1ccccc1-n1c(SCC(=O)O)nc2sc3c(c2c1=O)CC(C)(C)OC3
-5.3	CCc1nnc(SCC(=O)NC2CCCC2)nc1CC
-9.5&4.7	c1cc2c3c(cccc3c1)C(N1CCCCC1)=N2
-1.4	N=S(=O)(O)Cc1noc2ccccc12
-5.3	CCOc1ccc(C=Nc2ccc(OC)cc2)cc1
-10.4	COc1ccc(-c2cc(=O)c3cc(O)ccc3o2)cc1
-2.0	COc1ccc(C2C(C(=O)Nc3nc4ccccc4s3)c3ccccc3C(=O)N2c2ccc(OC)cc2)cc1 (stereo unspecified)
-10.0	CC1Cc2ccccc2N1C(=O)c1cnsn1 (stereo unspecified)
-15.3	O=C(c1ccco1)N1CCCC2(CCCCC2)C1
-5.2	Cc1cc([N+](=O)[O-])nn1CCCC(=O)Nc1cc(Oc2ccccc2)cc([N+](=O)[O-])c1
0.3	CC(C)C[C@H](NC(=O)NC(C)C)C(=O)O
-3.0	CC1(C)CC(C)(O)P(=O)(c2ccccc2)O1 (stereo unspecified)
-5.0	O=C(CN1CCC(n2nnc3cc(C(F)(F)F)ccc32)CC1)NCc1cccs1
0.3	CCSc1nc2c(c(=O)[nH]1)C(c1cccc(Br)c1)C1=C(CCCC1=O)N2 (stereo unspecified)
-1.9	O=c1c2c(nc(SCc3cccc(C(F)(F)F)c3)n1-c1ccc(F)cc1)CCS2
-19.8	Cc1cccc(C2C=C(c3ccc(Cl)cc3)Nc3nnnn32)c1 (stereo unspecified)
-5.1	CC1(C)Cc2ccccc2-c2nc(-c3ccccc3)n(Cc3ccccc3)c(=O)c21
-0.9	O=C(O)CCn1c(SCCc2ccccc2)nc2ccccc21
6.4	Cc1cn2c3ccccc3n(CCN3CCCC3)c2n1
-8.3	Cc1ccc(CNC(=O)CCc2nc(-c3ccccc3F)no2)o1
-35.7	Cc1cc2nc(-c3cccnc3SCC(=O)NCc3ccco3)[nH]c2cc1C
0.3	COc1ccc(CCNC(=O)C2CCN(S(=O)(=O)c3cc(OC)ccc3OC)CC2)cc1
-9.2	O=c1oc(-c2cccs2)nc2ccc(Br)cc12
6.0	CCOC(=O)CNC(=O)c1cc2c(n(-c3ccc(Cl)cc3)c1=O)CC(C)(C)CC2=O
0.7	CCn1cc(S(=O)(=O)CC(=O)Nc2ccc(C)cc2C)c2ccccc21
-6.7	COCCCNC(=O)CSc1cc(=O)n(C)c2cc(Cl)ccc12
-6.7	CCOc1ccc(Nc2cc(C)nc3nc(C)nn23)cc1
-3.3	Cc1nn(C)c(C)c1S(=O)(=O)N1CCCC(C(=O)NCC2COc3ccccc3O2)C1 (stereo unspecified)
-10.4	COc1ccc(-c2csc(N(CC3CCCO3)C(=O)c3cccs3)n2)cc1 (stereo unspecified)
-113.8	O=C(CC1Nc2c3ccccc3nc(=S)n2C1=O)N1CCN(c2ccc(Cl)cc2)CC1 (stereo unspecified)
1.8	CC(C)Oc1c(Cl)cc(CNC(C)(C)CO)cc1Cl
4.6	O=C(NC1CCCCCC1)C1CCN(C(=O)Cc2ccccc2)CC1
-2.2	Cc1ccc(CNC(=O)C2CCN(S(=O)(=O)N3CC(C)CC(C)C3)CC2)cc1 (stereo unspecified)
6.9	C=CCn1c(=N)n(CC(O)COc2ccccc2)c2ccccc21 (stereo unspecified)
-6.2	CCOC(=O)c1cnc2ccc(C(=O)OC)cc2c1Nc1cccc(Cl)c1
0.3	O=C(Cn1c2ccccc2c(=O)c2ccc(Cl)cc21)Nc1ccc(Br)cn1
-11.3	Cc1c(C(=O)Nc2ccc(I)cc2)sc2ncn(C)c(=O)c12
-1.9	O=C(c1cccs1)c1coc2ccc(O)c(CN3CCCCC3)c12
0.2	O=C(NCCN1CCCC1)C1CCN(S(=O)(=O)N2CCCCC2)CC1
-3.2	CCOC(=O)c1cc(NC(=O)N2CCCc3ccccc32)c(C)nc1C
4.5	COc1cc(C(Nc2ccccn2)c2ccc3cccnc3c2O)cc(Br)c1OC (stereo unspecified)
-26.6	Cc1onc(-c2ccccc2Cl)c1C(=O)Nc1nc2c(s1)C(=O)CC(C)(C)C2
-6.6	CCC1(C)Cc2c(C#N)c(N)n(N)c(=S)c2CO1 (stereo unspecified)
-13.0	O=C(CC1N=C2c3ccccc3N=C(SCC(=O)c3ccc(F)cc3)N2C1=O)NCc1cccs1 (stereo unspecified)
0.5	CCOC(=O)c1cc2c(=O)n(C)c3cc(Cl)ccc3c2s1
-9.3	C=CCNC(=O)CCCCCNS(=O)(=O)c1ccc(OC)cc1
-10.9	Cc1ccc(NC(=O)C2CCN(S(=O)(=O)c3ccc(Cl)cc3)CC2)cc1C
7.2	O=c1ccc([N+](=O)[O-])ccc1Nc1ccccn1
-12.1	CCCCc1ccc(NC(=O)CSc2nccn2-c2cccc(C)c2)cc1
2.3&-1.8	CCc1cccc(NC(=O)c2ccc(NS(=O)(=O)c3c(C)noc3C)cc2)c1
0.2	CC(C)(O)C#CC1(O)CCCC1
-3.4	COc1ccc(OC)c(N/C(N)=N\c2nc(C(F)(F)F)cc(C(F)(F)F)n2)c1

Gathered by group: the compounds so far containing an aryl thioether with sulfur outside any ring.
14-3-3 PPI	canonical_smiles
-58.7	O=C1Nc2ccccc2Oc2cc(Sc3ccccc3)ccc21
-2.8	O=c1c2sccc2nc(SCc2cc(=O)n3cc(Cl)ccc3n2)n1CCCN1CCCCC1
-3.7&-3.6	Fc1cccc(CSc2ncnc3c2oc2ccccc23)c1
39.0*	CCCSc1nnc2c(n1)OC(c1ccc(N(CC)CC)cc1)Nc1ccccc1-2 (stereo unspecified)
2.9	Cc1sc2nc(SCC(=O)N(C)C)[nH]c(=O)c2c1C
-11.7	CSc1cccc(Nc2cc(C(=O)NCCCN3CCOCC3)c3ccccc3n2)c1
-3.5	Cc1cccc(-c2nnc(SCC(=O)N3CCCCC3C)o2)c1 (stereo unspecified)
0.2	CCSc1nc(N)c(C#N)c(-c2ccccc2Cl)c1C#N
5.7	Cc1ccccc1-n1c(SCC(=O)O)nc2sc3c(c2c1=O)CC(C)(C)OC3
-5.3	CCc1nnc(SCC(=O)NC2CCCC2)nc1CC
0.3	CCSc1nc2c(c(=O)[nH]1)C(c1cccc(Br)c1)C1=C(CCCC1=O)N2 (stereo unspecified)
-1.9	O=c1c2c(nc(SCc3cccc(C(F)(F)F)c3)n1-c1ccc(F)cc1)CCS2
-0.9	O=C(O)CCn1c(SCCc2ccccc2)nc2ccccc21
-35.7	Cc1cc2nc(-c3cccnc3SCC(=O)NCc3ccco3)[nH]c2cc1C
-6.7	COCCCNC(=O)CSc1cc(=O)n(C)c2cc(Cl)ccc12
-12.1	CCCCc1ccc(NC(=O)CSc2nccn2-c2cccc(C)c2)cc1
